SK-BR-3 tox 24h – SK-BR-3 proliferation inhibitors, primary screen, cell-based, human, 24 h. SK-BR-3 viability, CellTiter-Glo ATP luminescence; active compounds read low. viability, % at 10 µM. 0.47% of 41,000 active. AID 847, 2007;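 active = viability at or below the median of all test compounds minus 3 SD, in both replicates if run twice, cut at about 45% in these data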;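 also: 100% = median untreated cell wells and 0% = median positive control drug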
* marks the source's active call; other numbers are inactive results; & = joins results of further samples. Some of the compounds tested; rates above refer to the full screens.

A first look (18 entries):
SMILES	SK-BR-3 tox 24h
CCN1CCN(C(=O)CN(Cc2ccccc2)S(C)(=O)=O)CC1	89
CCCc1cc(=O)oc2c(C)c(O)c(CN3CCCCC3)cc12	74
O=S1(=O)CC(NCc2ccccc2)C(Nc2ccccc2)C1 (stereo not drawn)	116
CCN1C(=O)CSC1=NC1C2CC3CC(C2)CC1C3 (stereo not drawn)	89
CCC(=O)Oc1ccc(C(CC)C(CC)c2ccc(OC(=O)CC)cc2)cc1 (stereo not drawn)	98
COC(=O)CCN(C(C)=O)c1ccc(N)cc1	90
Cc1cccc(NC(=O)CSc2nnc(-c3ccccc3)n2N)c1	90
NC(=O)C1CCN(C(=O)CN(c2cccc(C(F)(F)F)c2)S(=O)(=O)c2ccccc2)CC1	100
Clc1cccc2sc(N3CCN(c4ccccc4)CC3)nc12	88
Cc1c(C(=O)NCC2COc3ccccc3O2)oc2ccc(S(=O)(=O)N3CCOCC3)cc12 (stereo not drawn)	81
O=C(Nc1ccon1)c1ccc(Cl)s1	99
CCCc1cc(C(=O)OC)c(NC(=O)OCC)s1	135
COc1cc(NC(=O)c2noc3c2CCC3)c(OC)cc1Cl	96
COC(=O)c1ccccc1S(=O)(=O)Nc1ccc(OC)nc1	85
COc1cc(C2C(C#N)=C(N)Oc3cc(N(C)C)ccc32)cc2c1OCO2 (stereo not drawn)	118
CCOC(=O)C1=C(C)NC(C)=C(C(=O)OCC)C1c1ccccn1	97
CCOC(=O)COn1c(=O)c(=O)n(O)c2ccccc21	110
O=C(NC12CC3CC(CC(C3)C1)C2)c1ccc(S(=O)(=O)N2CCOCC2)cc1	94

The whole of this part, repeating the preview:
SMILES	SK-BR-3 tox 24h
CCN1CCN(C(=O)CN(Cc2ccccc2)S(C)(=O)=O)CC1	89
CCCc1cc(=O)oc2c(C)c(O)c(CN3CCCCC3)cc12	74
O=S1(=O)CC(NCc2ccccc2)C(Nc2ccccc2)C1 (stereo not drawn)	116
CCN1C(=O)CSC1=NC1C2CC3CC(C2)CC1C3 (stereo not drawn)	89
CCC(=O)Oc1ccc(C(CC)C(CC)c2ccc(OC(=O)CC)cc2)cc1 (stereo not drawn)	98
COC(=O)CCN(C(C)=O)c1ccc(N)cc1	90
Cc1cccc(NC(=O)CSc2nnc(-c3ccccc3)n2N)c1	90
NC(=O)C1CCN(C(=O)CN(c2cccc(C(F)(F)F)c2)S(=O)(=O)c2ccccc2)CC1	100
Clc1cccc2sc(N3CCN(c4ccccc4)CC3)nc12	88
Cc1c(C(=O)NCC2COc3ccccc3O2)oc2ccc(S(=O)(=O)N3CCOCC3)cc12 (stereo not drawn)	81
O=C(Nc1ccon1)c1ccc(Cl)s1	99
CCCc1cc(C(=O)OC)c(NC(=O)OCC)s1	135
COc1cc(NC(=O)c2noc3c2CCC3)c(OC)cc1Cl	96
COC(=O)c1ccccc1S(=O)(=O)Nc1ccc(OC)nc1	85
COc1cc(C2C(C#N)=C(N)Oc3cc(N(C)C)ccc32)cc2c1OCO2 (stereo not drawn)	118
CCOC(=O)C1=C(C)NC(C)=C(C(=O)OCC)C1c1ccccn1	97
CCOC(=O)COn1c(=O)c(=O)n(O)c2ccccc21	110
O=C(NC12CC3CC(CC(C3)C1)C2)c1ccc(S(=O)(=O)N2CCOCC2)cc1	94
Cc1[nH]c2ccccc2c1C(=O)CN1CCSCC1	132
COCCNS(=O)(=O)c1cc(OC)c(Cl)cc1Cl	92
CCOC(=O)N1CCN(C(=O)CN(c2ccc(Oc3ccccc3)cc2)S(C)(=O)=O)CC1	85
COc1ccc(CCNC(=O)CSc2nnc(CNc3ccc(Cl)cc3)o2)cc1OC	123
CC1(C)Oc2ccc(NC(=O)C3COc4ccccc4O3)cc2O1 (stereo not drawn)	88
CCOC(=O)C1Cn2c(nc3c(c2=O)C(C)(CC)Cc2ccccc2-3)S1 (stereo not drawn)	93
O=C(NCC1COc2ccccc2O1)c1ccc(NC(=O)c2ccco2)cc1 (stereo not drawn)	76
O=C(CSCc1ccco1)Nc1cc(C(F)(F)F)ccc1N1CCOCC1	86
CCS(=O)(=O)N1CCN(C2CCC(c3ccccc3)CC2)CC1 (stereo not drawn)	78
COc1cc(C)c(-c2cc(C(=O)O)c(C)o2)cc1C(C)C	124
Clc1ccccc1CN1CCc2sccc2C1	81&107
COC(=O)c1ccccc1NC(=O)c1c(O)c2c([nH]c1=O)CCCC2	121
CCOC(=O)c1csc(Nc2nc3ccc(F)cc3s2)n1	93
Cc1ccccc1OCC(=O)N(Cc1nc(-c2ccccc2)no1)C(C)C	88
OCCc1ccc(-c2ccc(Cl)cc2)o1	83
Cc1cc(C)c2nc(N3CCCN(C(=O)c4ccco4)CC3)c(C#N)cc2c1	81
COc1ccc(Cl)cc1C(=O)Nn1c(C)nc2ccccc2c1=O	84
COc1cccc(C(C(=O)NC(C)(C)C)N(C(=O)CCC(=O)Nc2cc(C)on2)C(C)C)c1OC (stereo not drawn)	76
Cc1ccc(C2CC(=O)c3cnc(N4CC(C)CC(C)C4)nc3C2)cc1 (stereo not drawn)	75
CC(=O)c1c(C)nn(C(C)CC(=O)O)c1C (stereo not drawn)	89
COc1ccc(C2C(C(=O)N3CCN(c4ccc(OC)cc4)CC3)c3ccccc3C(=O)N2C)cc1 (stereo not drawn)	56
Cc1cc2oc(C(=O)Nc3c(C)n(C)n(-c4ccccc4)c3=O)c(C)c2cc1C	90
Cc1cc(C)c(C#N)c(SCC(=O)c2cccs2)n1	75
O=C(O)CCCC(=O)NCCCc1ccccc1	72
COc1ccc(S(=O)(=O)Nc2ccccc2OC)cc1C	78
COc1cc(NS(=O)(=O)c2cc(C)ccc2OC)c(OC)cc1Cl	91
CCOC(=O)c1cnn(-c2cc(C)nc3c(-c4ccccc4)cnn23)c1N	86
Cc1occc1C(=O)Nc1ccc(S(=O)(=O)N2CCN(C)CC2)cc1	102
CCOc1cc(-c2c(C)c(C)nc(N)c2C#N)ccc1O	100
CC#CCCCC(=O)Nc1cc(OC)nc(OC)n1	97
O=C(c1ccc(F)cc1F)N(Cc1ccccn1)Cc1ccco1	109
O=C1SC(c2ccccc2)=N/C1=C/c1ccco1	95

Another view of two compounds above.
SMILES | SK-BR-3 tox 24h
CCOc1cc(-c2c(C)c(C)nc(N)c2C#N)ccc1O | 100
CC#CCCCC(=O)Nc1cc(OC)nc(OC)n1 | 97

The list goes on.
SMILES	SK-BR-3 tox 24h
CCOc1ccc2[nH]cc(C(=O)O)c(=O)c2c1	98
COC(=O)C(C(=O)N1CCN(C)CC1)C1CCCCCC1 (stereo not drawn)	100
Cc1ccc(C)c(N2CCN(C(=O)C3CCN(c4nnc(N5CCCC5=O)s4)CC3)CC2)c1	95
Cc1ccc(S(=O)(=O)NC(C)(C)CSc2nnc(N)s2)cc1	88
Cn1c(-c2cccc(Br)c2)cnc1NCc1cccnc1	103
CCOC(=O)CS(=O)(=O)c1nc(-c2ccc(F)cc2)cc(C(F)(F)F)n1	26*
O=S(=O)(c1cccs1)N1CCN(c2ccccn2)CC1	73
O=C(CN1C(=O)CSC1=O)Nc1ccc(N2CCOCC2)cc1	81
CCOC(=O)c1c(N)sn(-c2ccccc2C)c1=S	97
Cc1cc(N2CCOCC2)nc2ccc(NC(=O)CCC(=O)N3CCC(C)CC3)cc12	93
COc1ccc2[nH]c(=O)c(CN(C(=O)C3CCCO3)c3cccc(C)c3)cc2c1 (stereo not drawn)	87
CCCCCCCC(=O)OCC(=O)[C@@]1(O)CC[C@H]2[C@@H]3CCC4=CC(=O)CC[C@]4(C)[C@H]3[C@@H](O)C[C@@]21C	101
CN1C(=O)c2ccccc2N(C)C1c1cccs1 (stereo not drawn)	85
CCCCOc1ccc(/C(O)=C2/C(=O)C(=O)N(CCCOC)C2c2ccncc2)cc1 (stereo not drawn)	92
CCOC(=O)c1ccc(N2C(=O)c3n[nH]c(C)c3C2c2ccc(OC)cc2)cc1 (stereo not drawn)	104
O=C(c1ccco1)c1cn[nH]c1-c1ccc(Cl)cc1O	104
COC(=O)NCC(C)OC(=O)Nc1cccc(Cl)c1 (stereo not drawn)	78
COc1ccc(Cn2c3nc4ccccc4nc3c3c(=O)n(Cc4ccco4)c(C)nc32)cc1	83
CC1CN(C(=O)c2cc3cc(Cl)cc(Cl)c3oc2=O)CC(C)O1 (stereo not drawn)	104
O=C(CCSc1nnc(-c2ccncc2)o1)Nc1ccc(Cl)cc1	99
CCn1cc(C(=O)O)c(=O)c2cc(OC)ccc21	98
CCN(CCCNC(=O)C1CCC(=O)N1Cc1ccc(F)cc1)c1cccc(C)c1 (stereo not drawn)	74
COc1cccc(NC(=O)c2ccc(CN3CCN(c4ccccc4)CC3)cc2)c1	107
CCCCOc1cccc(C(=O)Nc2ccc(N3CCN(CC)CC3)cc2)c1	79
COc1ccc(C)c(Cn2c(-c3nonc3N)nc3ccccc32)c1	114
CC1=Nc2ccccc2N=C(NC(=O)CSc2nnnn2-c2ccccc2)C1c1ccccc1 (stereo not drawn)	86
O=C(NCCCn1ccnc1)c1cn(Cc2ccc(F)cc2)nn1	135
CC1=CC(=C2C(=O)c3ccccc3C2=O)C=C(C)N1Cc1ccco1	75
CCC(=O)Nc1ccc(C(=O)c2ccccc2)cc1	96
CC(C)(C)NC(=O)C(c1ccco1)N(Cc1ccc(F)cc1)C(=O)c1snc(C(N)=O)c1N (stereo not drawn)	124
CCc1c(C(=O)N2CCOCC2)csc1C	94
COc1ccccc1-c1nn2c(-c3ccco3)nnc2s1	91
COc1cccc(OC)c1NC(=O)Cc1nn(C)c(=O)c2ccccc12	89
c1coc(-c2nnc(-c3cccs3)o2)c1	91
O=C(CSc1ccccc1)Nc1cccnc1	105
COC(=O)CSc1nnc(-c2cccnc2)n1-c1cccc(OC)c1	104
Cc1ccc(S(=O)(=O)C(C#N)c2nc3ccccc3nc2N2CCCC2)cc1C (stereo not drawn)	76
Cc1c(Cl)cccc1NC(=O)CSCc1cc(=O)[nH][nH]1	88
CCn1c(COc2ccc(C)cc2)nnc1SCC(=O)C(C)(C)C	84
O=C(COc1ncnc2ccccc12)c1ccc2c(c1)OCCO2	88
Cc1ccc(-n2[nH]c(C)c(C=Nc3ccc(C)cn3)c2=O)cc1	80
CC(C)(C)NC(=O)COC(=O)c1ccc(S(=O)(=O)N2CCCCCC2)cc1	74
O=C(c1ccc(Cl)cc1)C1CCN(C(=O)NC2CCCCC2)CC1	63
CN(Cc1nc2ccccc2n1C)S(C)(=O)=O	111
Cn1c(CSc2nc3ccccc3s2)nnc1SCC(=O)NCCN1CCOCC1	99
O=C1c2ccccc2-c2onc3ccc(NCc4ccco4)c1c23	106
Clc1ccc(-c2nn3c(-c4ccccn4)nnc3s2)c(Cl)c1	93
Cc1ccc2c(c1)CC1(CN2C)C(=O)OC2(CCCCC2)OC1=O	62
CC(C)Oc1ccc(C2C(C(=O)c3ccco3)=C(O)C(=O)N2CCCN(C)C)cc1 (stereo not drawn)	90
O=C(O)c1cccc(Nc2nc(N3CCOCC3)nc(N3CCOCC3)n2)c1	90

Additional records.
SMILES	SK-BR-3 tox 24h
CCc1c(C)nc2c(C#N)c[nH]n2c1=O	87
O=C(NCc1cccs1)C(NS(=O)(=O)c1cccc2nsnc12)c1ccccc1 (stereo not drawn)	92
COc1ccc(OC)c(NC(=O)CCNS(=O)(=O)c2cccs2)c1	86
Clc1ccc2c(c1)C1OCCC1C(c1ccco1)N2 (stereo not drawn)	93
CC1=C(C(=O)Nc2ccccc2)C(c2ccco2)C(C#N)=C(SCC(=O)Nc2cccc(C)c2C)N1 (stereo not drawn)	83
Cc1ccc(-c2nn3c(C)nnc3s2)cc1NC(=O)c1cccs1	101
CCCCc1cc2c(c(NC(=O)CC)n1)c(=O)oc1ccccc12	89
CCC(C)n1c(=O)c(C(=O)Nc2ccccc2S(N)(=O)=O)c(O)c2ccccc21 (stereo not drawn)	105
Cc1ccc2[nH]c(=O)c(N3CCOCC3)c(-c3ccccc3)c2c1	74
CN(C)S(=O)(=O)N1CCC(c2ccc(F)cc2)C(COc2ccc3c(c2)OCO3)C1 (stereo not drawn)	79
O=c1[nH]c(CN2CCCCC2)nc2c1C1(CCCCC1)Cc1ccccc1-2	96
COc1ccc(CN2CCN(C(=O)c3ccco3)CC2)cc1OCc1ccccc1	92
CCCC1(C(=O)OC)NC(c2cccc(F)c2)C2C(=O)N(CC)C(=O)C21 (stereo not drawn)	98
CN1c2ccccc2N(C)C1c1c(O)ccc2ccccc12	105
O=C(CSc1nnc(CNc2ccc(F)cc2)o1)N1CCN(C(=O)c2ccco2)CC1	75
COC(=O)c1sccc1NC(=O)c1ccc(Cl)s1	98
CCOCCCNS(=O)(=O)c1cc(Br)cc2c1N(C(=O)C1CC1)CC2	77
COc1cccc2sc(=NC(=O)c3ccc(S(=O)(=O)N4CCOCC4)cc3)n(C)c12	87
COc1ccc(-c2ccc(Nc3ccc(S(=O)(=O)N4CCCC4)cc3)nn2)cc1OC	71
CCOC(=O)c1cc(C)sc1N1C(=O)C2C3C=CC(C3)C2C1=O (stereo not drawn)	106
CCCc1cc(=O)[nH]c(Nc2ccc(OC)c(Cl)c2)n1	86
COCCN1Cc2cccc(C(=O)Nc3ccc(C)c(C)c3)c2C1=O	82
Cc1ccc(OCc2nnc(SCC(=O)c3ccccc3)n2Cc2ccco2)cc1	82
CN(C)c1nc(SCC#N)nc(N(C)C)n1	95
CO[C@@]1(NC(=O)CSCC#N)C(=O)N2C(C(=O)O)=C(CSc3nnnn3C)CS[C@@H]21	90
COc1cccc(N2C(=O)Nc3ccccc3C2(O)C(=O)NCc2ccc3c(c2)OCO3)c1 (stereo not drawn)	80
COc1ccc(C(CC(=O)O)NC(=O)c2ccccc2)cc1OC (stereo not drawn)	91
Cc1cccn2c(=O)c3cc(C(=O)NCc4cccnc4)c(=N)n(C(C)C)c3nc12	85
COC(=O)Cn1c(CCS(=O)(=O)c2ccc(C)c(C)c2)nc2ccccc21	96
N#CC1=C(N)C(C#N)(C#N)[C@H](c2ccncc2)[C@H]2CC3(CC=C12)OCCO3	86
COc1cccc(-c2cc(C(=O)N3CCc4ccccc4C3)no2)c1	91
CC(=O)c1ccc(OCC(C)C)c(CC(C(N)=O)C(N)=O)c1	95
CN1CC[n+]2cnc3ccccc3c21	96
COc1ccc(S(=O)(=O)N2CCN(c3cc(-c4ccccc4)nc4ncnn34)CC2)cc1	96
Nc1cc(=O)[nH]c(SCC(=O)Nc2ccc(Br)cc2)n1	103
CC(=O)NC(Cc1ccc(F)cc1)C(=O)O (stereo not drawn)	88

Screens (PubChem)
